TrxR1 inh = rat TrxR1 inhibition; recombinant rTrxR1, NADPH fluorescence consumption, selenite substrate; Potency, µM (highest dose often 114 µM), inactives show top-dose activity change, negative = inhibition, most hits filed as inhibitors; 390,000 compounds, 1% hits; AID 588453; also: potency is read from the fitted curve at half-maximal effect; % is scaled to controls: 0 for no effect and ±100 for the full control effect; nearly all actives have a fitted effect of over 65% in size
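Rat TrxR1 (90 nM in the dispensed reagent) was pre-reduced with 400 uM NADPH for 5 min at room temperature, then incubated with compound for 15 min. After 400 uM selenite was added, NADPH fluorescence (Ex 340/Em 450 nm) was followed for 8 min.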
Vif-APOBEC3G blk = Vif-A3G binding inhibition | Q9HC16 | Potency, µM (highest dose often 46.1 µM), for inactives: top-dose activity, negative = active, usual class: inhibitors | AID 602310 | HeLa A3G-eYFP + Vif (tagged APOBEC3G with the HIV-1 protein that degrades it), YFP fluorescence, overnight | 410,000 compounds, 0.076% hits;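 also: potency is read from the fitted curve at half-maximal effect; % is scaled to controls: 0 for no effect and ±100 for the full control effect; nearly all actives have a fitted effect of over 60% in size; hits raise eYFP signal because A3G escapes Vif-driven loss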
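Read-out is eYFP fluorescence (Ex 488/Em 500-530) from Vif-expressing HeLa A3G-eYFP cells; more signal means A3G escaped Vif-mediated degradation. Cells plated overnight, compound pinned in, incubated overnight at 37 deg C.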
LDHA inh = LDHA (human) enzyme inhibition; P00338; purified LDHA, NADH/diaphorase-resazurin fluorescence; hits give low values; activity change, % (values are at about 110 or 230 µM); 480,000 compounds, 0.15% hits; in the data active = activity change below about -30%; inconclusive = mostly about -25% to -30%;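 also: plate controls were DMSO wells for no effect and wells without enzyme for full effect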
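LDH5 2 nM; NADH 0.06 mM, pyruvate 0.2 mM; 200 mM Tris pH 7.4, EDTA, Tween-20; 5 min RT. Detection: diaphorase 0.133 mg/mL + resazurin 37 µM, fluorescence ex540/em590 at 0 and 20 min; normalized to enzyme-free and DMSO wells.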
GRP78 ERSR act = ER stress response induction in glioma. 420,000 compounds, 0.02% hits. U87-MG GRP78 promoter luciferase reporter, 16 h. AID 602332. Potency, µM, for inactives: at the top dose activation, hits mostly activators; also: potency is read from the fitted curve at half-maximal effect; series mostly up to about 76 µM; % of control where 0% means no effect; nearly all actives have a fitted effect of over 35% in size
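Stably transfected U87-MG human glioma cells carrying a GRP78-based luminescent sensor were seeded at 1000 cells/well, pin-dosed with compounds and incubated 16 h. Luciferase reagent was then added, and end-point luminescence was read after 10 min at room temperature.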
Vif-APOBEC3F blk = blocks the Vif interaction with APOBEC3F; AID 602313; Potency, µM (highest dose often 46.1 µM), for the others: top-dose activity, negative = active; 390,000 compounds, 0.2% hits; HeLa A3F-eYFP + Vif (tagged APOBEC3F with the HIV-1 protein that degrades it), YFP fluorescence increase; also: potency is read from the fitted curve at half-maximal effect; % of control where 0% means no effect; nearly all actives have a fitted effect of over 65% in size
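HeLa cells stably expressing A3F-eYFP plus Vif, plated and incubated overnight at 37 deg C, then exposed to compounds overnight at 37 deg C. Blocked degradation read as raised yellow fluorescence (Ex 488/Em 500-530).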
TrxR1 substrate = substrates of rat thioredoxin reductase 1; Potency, µM (doses to about 114 µM), without a hit: at the highest dose activity change, negative = substrate turnover; 390,000 compounds, 0.01% hits; AID 588456; purified TrxR1 substrate turnover, NADPH consumption readout; O89049; also: potency is read from the fitted curve at half-maximal effect; % is scaled to controls: 0 for no effect and ±100 for the full control effect; nearly all actives have a fitted effect of over 50% in size
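Rat TrxR1, dispensed at 90 nM, was prereduced with 400 uM NADPH (final) for 5 min at ~22 deg C, then incubated with compound 15 min before 400 uM selenite. A first-read NADPH fluorescence drop versus no-compound background flagged substrates.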
USP1 inh = blocks the human USP1/UAF1 deubiquitinase complex. recombinant USP1/UAF1, Ub-Rhodamine cleavage fluorescence. Potency, µM (top dose mostly 57.1 µM), inactives show top-dose activity change, negative = inhibition, usual class: inhibitors. 390,000 compounds, 0.23% hits. AID 743255; also: potency is read from the fitted curve at half-maximal effect; % is scaled to controls: 0 for no effect and ±100 for the full control effect; nearly all actives have a fitted effect of over 60% in size; inactives centre near -12
Target sequence (O94782 whole entry, looked up): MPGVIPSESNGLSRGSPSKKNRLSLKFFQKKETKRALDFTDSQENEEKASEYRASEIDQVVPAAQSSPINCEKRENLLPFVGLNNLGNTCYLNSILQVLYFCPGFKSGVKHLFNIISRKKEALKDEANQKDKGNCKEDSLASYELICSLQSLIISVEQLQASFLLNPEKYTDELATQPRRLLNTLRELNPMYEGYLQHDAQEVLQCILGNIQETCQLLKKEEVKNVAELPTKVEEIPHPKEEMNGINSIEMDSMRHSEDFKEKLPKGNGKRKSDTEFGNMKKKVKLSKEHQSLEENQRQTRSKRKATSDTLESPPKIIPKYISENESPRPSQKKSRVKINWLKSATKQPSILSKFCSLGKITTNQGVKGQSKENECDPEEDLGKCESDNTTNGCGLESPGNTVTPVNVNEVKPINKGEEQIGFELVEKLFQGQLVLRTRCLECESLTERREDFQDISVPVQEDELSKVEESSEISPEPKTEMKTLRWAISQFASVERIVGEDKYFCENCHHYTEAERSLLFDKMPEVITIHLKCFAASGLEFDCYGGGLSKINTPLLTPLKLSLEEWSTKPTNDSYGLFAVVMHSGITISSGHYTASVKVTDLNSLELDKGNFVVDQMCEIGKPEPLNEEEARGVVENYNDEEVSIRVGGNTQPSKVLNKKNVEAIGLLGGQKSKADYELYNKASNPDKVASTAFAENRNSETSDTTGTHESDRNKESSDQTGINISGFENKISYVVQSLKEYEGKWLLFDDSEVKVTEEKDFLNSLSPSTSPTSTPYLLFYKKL
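Step one: compound is pinned into 1nM USP1/UAF1 in HEPES pH 7.8 buffer with TCEP. Step two: 15 min room-temperature incubation. Step three: Ub-Rho (150nM final) starts cleavage, tracked by fluorescence over six one-minute reads.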
mIDH1 inhibitor = human IDH1 R132H inhibition. IDH1-R132H enzyme, NADPH consumption, diaphorase/resazurin fluorescence. 390,000 compounds, 0.093% hits. Potency, µM (titrated, usually from 76.6 µM), for inactives: top-dose activity change, negative = inhibition, most hits filed as inhibitors. AID 602179; also: potency is read from the fitted curve at half-maximal effect; % is scaled to controls: 0 for no effect and ±100 for the full control effect; nearly all actives have a fitted effect of over 65% in size
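IDH1-R132H (0.5 ug/mL) preincubated 30 min with compound, then NADPH (0.016 mM) and alpha-KG (2 mM) added; 80 min at RT, pH 7.5. Remaining NADPH coupled via diaphorase/resazurin to fluorescence (540/590 nm); concentration-response curves normalized to no-enzyme control.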
RGS4 inh = blocks human RGS4-accelerated GTP hydrolysis | Transcreener GDP fluorescence polarization, RGS4-accelerated GTP hydrolysis | Potency, µM (top dose mostly 114 µM), without a hit: at the top dose activity change, negative = inhibition, most hits filed as inhibitors | 390,000 compounds, 0.039% hits | AID 504845; also: potency is read from the fitted curve at half-maximal effect; % is scaled to controls: 0 for no effect and ±100 for the full control effect; nearly all actives have a fitted effect of over 75% in size; some results filed as inactive show a strong effect at the top dose
Target sequence (P49798 whole entry, looked up): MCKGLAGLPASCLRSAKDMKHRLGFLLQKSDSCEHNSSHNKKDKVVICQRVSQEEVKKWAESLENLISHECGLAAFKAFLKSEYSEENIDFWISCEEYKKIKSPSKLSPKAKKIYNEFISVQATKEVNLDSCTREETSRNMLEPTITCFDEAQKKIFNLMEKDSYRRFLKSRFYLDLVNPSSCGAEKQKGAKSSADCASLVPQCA
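MLSMR compounds (23 nl, pin-transferred) preincubated 10 min at room temperature with a 500nM (2x) first reagent, then RGS4 at 900nM (2x) plus Transcreener GDP mix added; fluorescence polarization (620/688 nm) read before and after 90 min at 30 °C.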
Starred values were filed as active, the others as inactive; [ ] = dose if it differs, or a comment. Unless noted, calls follow the shape of the dose curve; as a rule, active = well fitted curve in the direction sought with a large enough effect; inconclusive = small, poorly fitted or top-dose-only effect, or another doubt; inactive = no such curve, though single readings can be large; an effect the other way counts as inactive or inconclusive. This is a subset, so the mix of outcomes need not match the whole.

CCCCn1c(=O)c(CCC(=O)O)nc2ccccc21 was read as TrxR1 inh 18.1%[57.1 µM], Vif-APOBEC3G blk -0.1%, LDHA inh -3.6, GRP78 ERSR act -2.4%, Vif-APOBEC3F blk 4.0%, TrxR1 substrate 13.1%[57.1 µM], USP1 inh -19.8%, mIDH1 inhibitor -4.9% and RGS4 inh -10.6%.
For Fc1ccc(NC(=S)N2CCCCC2)cc1 the results were TrxR1 inh -18.2%, Vif-APOBEC3G blk -1.4%, LDHA inh -6.3, GRP78 ERSR act -4.6%, Vif-APOBEC3F blk 3.9%, TrxR1 substrate -1.8%, USP1 inh -15.6%, mIDH1 inhibitor -0.5% and RGS4 inh -18.8%.
For Cc1nc2ccc(NC(=O)c3ccccc3)cc2s1 the results were TrxR1 inh 11.2%, Vif-APOBEC3G blk 0.6%, LDHA inh 2.0, GRP78 ERSR act 11.4%, Vif-APOBEC3F blk -11.3%, TrxR1 substrate 0.1%, USP1 inh -10.5%, mIDH1 inhibitor 7.4% and RGS4 inh 8.2%[11.4 µM].
CCCCN(C(=O)CC(c1ccccc1)c1ccccc1)c1c(N)n(CCC)c(=O)[nH]c1=O was read as TrxR1 inh 1.5%[57.1 µM], Vif-APOBEC3G blk -3.9%, LDHA inh -7.7, GRP78 ERSR act -5.0%, Vif-APOBEC3F blk 5.1%, TrxR1 substrate 4.6%[57.1 µM], USP1 inh 0.8%, mIDH1 inhibitor -0.8% and RGS4 inh -6.0%.
`Cc1nn2c(N3CCCC3)c3c(nc2c1-c1ccccc1)CCC3` gave TrxR1 inh -62.2%, Vif-APOBEC3G blk -1.6%, LDHA inh 2.8, GRP78 ERSR act -2.7%, Vif-APOBEC3F blk inconclusive, TrxR1 substrate 11.8%[57.1 µM], USP1 inh -24.5%, mIDH1 inhibitor inconclusive and RGS4 inh -29.9%.
`Cc1c(C(=O)NCc2ccc(F)cc2)sc2nc(-c3ccc(F)cc3)cn12` gave TrxR1 inh 10.0%[57.1 µM], Vif-APOBEC3G blk 6.5%, LDHA inh -1.6, GRP78 ERSR act -2.0%, Vif-APOBEC3F blk 1.4%, TrxR1 substrate -6.9%[57.1 µM], USP1 inh -7.8%, mIDH1 inhibitor -10.7% and RGS4 inh 6.1%.
CC(=O)N1C2CCCCC2S[C@H]2CCCCC21 (stereo not given in full) was read as TrxR1 inh 16.1%, Vif-APOBEC3G blk -1.4%, LDHA inh -15.7, GRP78 ERSR act -1.1%, Vif-APOBEC3F blk -6.4%, TrxR1 substrate 2.9%, USP1 inh -16.0%, mIDH1 inhibitor -4.1% and RGS4 inh 20.1%.
Screening COc1ccc(-c2nc(CN3CCCCC3c3cccnc3)c(C)o2)c(F)c1 (stereo not given) returned TrxR1 inh 1.4%, Vif-APOBEC3G blk -8.8%, LDHA inh 0.8, GRP78 ERSR act -0.6%, Vif-APOBEC3F blk 8.6%, TrxR1 substrate 1.5%, USP1 inh -9.7%, mIDH1 inhibitor -0.2% and RGS4 inh -3.5%.
`CCOC(=O)CSc1ccc(-c2nc3cc(C)c(C)cc3[nH]2)cn1` gave TrxR1 inh 18.6%, Vif-APOBEC3G blk -1.6%, LDHA inh 13.7, GRP78 ERSR act inconclusive, Vif-APOBEC3F blk 0.6%, TrxR1 substrate 27.0%, USP1 inh -10.4%, mIDH1 inhibitor 11.7% and RGS4 inh -37.8%.
`O=C(CCSCc1ccc(Cl)cc1)NCCC1=CCCCC1` gave TrxR1 inh 11.4%, Vif-APOBEC3G blk 1.2%, LDHA inh -8.9, GRP78 ERSR act -0.7%, Vif-APOBEC3F blk -3.7%, TrxR1 substrate 3.0%, USP1 inh -11.6%, mIDH1 inhibitor -4.4% and RGS4 inh 13.8%.
Screening Cn1c(SCC(=O)c2ccccc2)nnc1-c1cccc(N)c1 returned TrxR1 inh 7.7%[57.1 µM], Vif-APOBEC3G blk -0.3%, LDHA inh 4.3, GRP78 ERSR act 3.4%, Vif-APOBEC3F blk 4.6%, TrxR1 substrate 6.0%[57.1 µM], USP1 inh -21.9%, mIDH1 inhibitor -2.5% and RGS4 inh -14.4%[11.4 µM].
Screening Cc1ccc(N2C(=O)[C@@H]3[C@H](C2=O)[C@H]2C=C(C(=O)c4ccccc4)C=CN2[C@@H]3C(=O)c2ccc(Cl)cc2)cc1 returned TrxR1 inh -21.7%[57.1 µM], Vif-APOBEC3G blk -14.7%, LDHA inh 0.7, GRP78 ERSR act -3.2%, Vif-APOBEC3F blk 11.2µM*, TrxR1 substrate 6.0%[57.1 µM], USP1 inh 1.7%, mIDH1 inhibitor -9.3% and RGS4 inh -21.6%.
For CCOc1ccc(NC(=O)c2ccccc2O)cc1 the results were TrxR1 inh -8.4%, Vif-APOBEC3G blk -1.2%, LDHA inh 7.3, GRP78 ERSR act -9.7%, Vif-APOBEC3F blk -2.4%, TrxR1 substrate -7.9%, USP1 inh -11.9%, mIDH1 inhibitor 10.9% and RGS4 inh 2.5%.
CC(C)(O)CCC(C)(C)O was read as TrxR1 inh 28.5%, Vif-APOBEC3G blk -1.5%, LDHA inh -14.6, GRP78 ERSR act -2.7%, Vif-APOBEC3F blk 4.2%, TrxR1 substrate 6.7%, USP1 inh -13.4%, mIDH1 inhibitor 13.1% and RGS4 inh 7.3%.
COC(=O)CNC(=O)C(Cc1c[nH]c2ccccc12)NC(=O)Oc1ccccc1 (stereo not given) was read as TrxR1 inh 8.7%, Vif-APOBEC3G blk 5.0%, LDHA inh 5.4, GRP78 ERSR act 0.8%, Vif-APOBEC3F blk 8.2%, TrxR1 substrate 5.0%, USP1 inh -16.9%, mIDH1 inhibitor 2.7% and RGS4 inh 5.7%.
`O=C1NC(=O)/C(=C/c2ccc(N3CCOCC3)o2)N1` gave TrxR1 inh inconclusive, Vif-APOBEC3G blk 0.1%, LDHA inh 6.8, GRP78 ERSR act -0.1%, Vif-APOBEC3F blk -16.4%, TrxR1 substrate 5.2%[57.1 µM], USP1 inh -1.9%, mIDH1 inhibitor 4.4% and RGS4 inh -24.6%.
For CC1=C(C(=O)N(C)C)CC(CC(=O)NCCc2ccccn2)C(=O)N1CCC1=CCCCC1 (stereo not given) the results were Vif-APOBEC3G blk -1.0%, LDHA inh 0.6, GRP78 ERSR act 4.0%, Vif-APOBEC3F blk -11.7%, USP1 inh -14.7% and mIDH1 inhibitor -0.1%.
`COc1cccc(NC(=O)COc2coc(CN3CCc4ccccc4C3)cc2=O)c1` gave TrxR1 inh -1.8%, Vif-APOBEC3G blk -0.2%, LDHA inh -1.9, GRP78 ERSR act -2.0%, Vif-APOBEC3F blk -6.1%, TrxR1 substrate -1.1%, USP1 inh -10.4%, mIDH1 inhibitor 0.0% and RGS4 inh 7.6%.
NCCCN(Cc1ccccc1)c1ccc(Br)cn1 was read as TrxR1 inh 5.1%, LDHA inh 3.2, TrxR1 substrate 10.4% and RGS4 inh 6.4%.
For O=C(NC1CCCc2ccccc21)c1ccccn1 (stereo not given) the results were TrxR1 inh 18.1%, Vif-APOBEC3G blk 0.1%, LDHA inh -4.9, GRP78 ERSR act -3.3%, Vif-APOBEC3F blk -15.6%, TrxR1 substrate -0.5%, USP1 inh -7.7%, mIDH1 inhibitor 4.0% and RGS4 inh 2.1%.
Screening COc1ccccc1NC(=O)C1CCN(C(=O)c2ccco2)CC1 returned TrxR1 inh 11.0%, Vif-APOBEC3G blk -2.3%, LDHA inh 1.6, GRP78 ERSR act -0.9%, Vif-APOBEC3F blk 11.3%, TrxR1 substrate 0.2%, USP1 inh -15.3%, mIDH1 inhibitor 6.2% and RGS4 inh -1.4%.
Screening CC1(C)Cc2c(c(N3CCOCC3)nc3sc4c(=O)[nH]cnc4c23)CS1 returned TrxR1 inh -1.3%, Vif-APOBEC3G blk -0.6%, LDHA inh 4.5, GRP78 ERSR act -1.4%, Vif-APOBEC3F blk 0.0%, TrxR1 substrate 9.4%, USP1 inh -19.6%, mIDH1 inhibitor inconclusive and RGS4 inh -3.8%.
Screening O=C(Nc1ccccc1)c1ccccc1NS(=O)(=O)c1ccc(Cl)s1 returned TrxR1 inh -12.7%, Vif-APOBEC3G blk -18.5%, LDHA inh 1.7, GRP78 ERSR act -2.0%, Vif-APOBEC3F blk 3.7%, TrxR1 substrate -4.4%, USP1 inh -21.2%, mIDH1 inhibitor -2.4% and RGS4 inh -3.1%.
Cc1ccc(S(=O)(=O)N(C)c2ccccc2C(=O)Nc2ccc(F)cc2F)cc1 was read as TrxR1 inh 6.7%, Vif-APOBEC3G blk 2.6%, LDHA inh -3.6, GRP78 ERSR act -5.3%, Vif-APOBEC3F blk 1.6%, TrxR1 substrate -9.8%, USP1 inh -8.0%, mIDH1 inhibitor 1.4% and RGS4 inh 22.5%.
Screening Cc1ccnc(NC(=O)CNC(=O)COc2ccccc2)c1 returned TrxR1 inh 17.8%, Vif-APOBEC3G blk -0.4%, LDHA inh -6.5, GRP78 ERSR act 3.0%, Vif-APOBEC3F blk 6.5%, TrxR1 substrate 9.2%[57.1 µM], USP1 inh -4.5%, mIDH1 inhibitor 6.6% and RGS4 inh 7.0%.
COCc1ccc(C(=O)N2CCCC(Nc3ccc(C(C)C)cc3)C2)s1 (stereo not given) was read as TrxR1 inh -6.1%, Vif-APOBEC3G blk -0.9%, LDHA inh 10.0, GRP78 ERSR act -0.4%, Vif-APOBEC3F blk 1.0%, TrxR1 substrate -8.7%, USP1 inh -23.2%, mIDH1 inhibitor 8.6% and RGS4 inh -11.0%.

Screening data (PubChem BioAssay)
